Screens deposited in PubChem BioAssay by National Center for Advancing Translational Sciences (NCATS).
HT1080NT lethal = kills 2HG-producing HT-1080-NT fibrosarcoma cells; HT-1080-NT fibrosarcoma viability, CellTiter-Glo ATP luminescence, 48 h; Potency, µM (highest dose often 46.1 µM), for the others: at the highest dose activity, negative = less viability, hits mostly cytotoxic; 360,000 compounds, 1.6% hits;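 further: NT is the 2HG producing partner of a matched IDH1 knockdown line; potency means the concentration at half of the fitted maximal effect; 0% = DMSO-treated cells and -100% = media-only wells without cells; nearly all actives have a fitted effect of over 55% in size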
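Luminescent CellTiter-Glo readout after 48 hours of compound exposure at 37 degrees C defined viability of HT-1080-NT cells. Activity was normalized to DMSO wells and cell-free media wells; concentration-response curves were fitted and assigned curve classes.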
MCF10A rereplic = inducers of DNA re-replication in MCF 10A breast cells; MCF 10A DNA re-replication, Hoechst nuclear intensity, 48 h; 350,000 compounds, 2.9% hits; Potency, µM (top dose mostly 46.1 µM), for inactives: top-dose activity, positive = re-replication, actives largely listed as activators; AID 624296; further: potency means the concentration at half of the fitted maximal effect; % of control where 0% means no effect; nearly all actives have a fitted effect of over 50% in size
KB-V1 MDR tox = KB-V1 MDR subline cytotoxicity | KB-V1 MDR cells viability, CellTiter-Glo, 72 h | Potency, µM (highest dose often 46.1 µM), for inactives: top-dose activity change, negative = cytotoxicity, actives largely listed as cytotoxic | 400,000 compounds, 3.4% hits | AID 1347076; further: potency means the concentration at half of the fitted maximal effect; on the % scale 0 is the no-effect control and ±100 the full control effect; nearly all actives have a fitted effect of over 60% in size
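KB-V1 cells (P-gp-expressing MDR subline of KB-3-1) in phenol-red-free DMEM with 10% FBS were exposed to library compounds over a concentration series for 72 h at 37 degrees C. Viability read by CellTiter-Glo luminescence; concentration-effect curves fitted after normalization.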
KB-3-1 tox = kills parental KB-3-1 adenocarcinoma cells; KB-3-1 viability, CellTiter-Glo ATP luminescence, 72 h; Potency, µM (series often up to 46.1 µM), inactives show at the top dose activity change, negative = cytotoxic, actives largely listed as cytotoxic; 400,000 compounds, 1.4% hits; further: potency means the concentration at half of the fitted maximal effect; on the % scale 0 is the no-effect control and ±100 the full control effect; nearly all actives have a fitted effect of over 60% in size
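Parental KB-3-1 viability, qHTS format: 72 h compound exposure, 37 °C; CellTiter-Glo; media-only wells and DMSO plates as controls; concentration-effect fits on corrected data.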
HT1080 IDH1KD tx = HT-1080 IDH1 knockdown cell toxicity (counter line) | 360,000 compounds, 2% hits | HT-1080 IDH1 knockdown viability, ATP luminescence, 48 h | Potency, µM (titrated, usually from 46.1 µM), for inactives: at the top dose activity, negative = toxicity, hits mostly cytotoxic;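 further: potency means the concentration at half of the fitted maximal effect; 0% = DMSO wells and -100% = cell-free medium wells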
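Knockdown cells (IDH1KD HT-1080) received compounds 2 h after plating at 750 cells/well and were kept 48 h at 37 °C in 5% FBS RPMI. A CellTiter-Glo luminescence read gave % activity for curve fitting.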
ATXN2 expr inh = reduces ATXN2 reporter expression in HEK-293 cells. 360,000 compounds, 0.72% hits. HEK-293 ATXN2-luciferase reporter, luminescence, 24 h. AID 1745845. Potency, µM (top dose mostly 57 µM), without a hit: at the highest dose activity change, negative = inhibition, usual class: inhibitors; further: potency means the concentration at half of the fitted maximal effect; on the % scale 0 is the no-effect control and ±100 the full control effect; nearly all actives have a fitted effect of over 55% in size
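ATXN2-luciferase reporter cells (luciferase flanked by upstream and downstream ATXN2 gene portions) were treated 24 h at 37 °C with compounds at up to 57 uM. SteadyGlo luminescence gave expression; GF-AFC fluorescence gave viability.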
IL-1B inflam inh = inflammasome signaling inhibition, IL-1 beta readout; THP-1 LPS/ATP IL-1B secretion, AlphaLISA, 16 h; active compounds read low; activity change, % at 57.5 µM; 360,000 compounds, 4.7% hits; AID 743279; in the data active means activity change below about -50%; inconclusive means mostly about -30% to -49%; further: on the % scale 0 is the no-effect control and ±100 the full control effect
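Secreted IL-1B measured by AlphaLISA bead assay after 16 h compound exposure of THP-1 cells; compounds (final up to 57.5 uM) added 1 h before LPS (250 ng/mL) and ATP (1.25 mM) stimulation; lower signal means less secretion.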
WRN inhibitor = blocks human WRN helicase; Q14191; WRN helicase unwinding, fluorescent forked duplex, kinetic; Potency, µM (doses to about 114 µM), inactives show top-dose activity change, negative = inhibition, actives largely listed as inhibitors; 360,000 compounds, 0.46% hits; AID 651768; further: potency means the concentration at half of the fitted maximal effect; on the % scale 0 is the no-effect control and ±100 the full control effect; nearly all actives have a fitted effect of over 55% in size
Target sequence (Q14191 whole entry, looked up): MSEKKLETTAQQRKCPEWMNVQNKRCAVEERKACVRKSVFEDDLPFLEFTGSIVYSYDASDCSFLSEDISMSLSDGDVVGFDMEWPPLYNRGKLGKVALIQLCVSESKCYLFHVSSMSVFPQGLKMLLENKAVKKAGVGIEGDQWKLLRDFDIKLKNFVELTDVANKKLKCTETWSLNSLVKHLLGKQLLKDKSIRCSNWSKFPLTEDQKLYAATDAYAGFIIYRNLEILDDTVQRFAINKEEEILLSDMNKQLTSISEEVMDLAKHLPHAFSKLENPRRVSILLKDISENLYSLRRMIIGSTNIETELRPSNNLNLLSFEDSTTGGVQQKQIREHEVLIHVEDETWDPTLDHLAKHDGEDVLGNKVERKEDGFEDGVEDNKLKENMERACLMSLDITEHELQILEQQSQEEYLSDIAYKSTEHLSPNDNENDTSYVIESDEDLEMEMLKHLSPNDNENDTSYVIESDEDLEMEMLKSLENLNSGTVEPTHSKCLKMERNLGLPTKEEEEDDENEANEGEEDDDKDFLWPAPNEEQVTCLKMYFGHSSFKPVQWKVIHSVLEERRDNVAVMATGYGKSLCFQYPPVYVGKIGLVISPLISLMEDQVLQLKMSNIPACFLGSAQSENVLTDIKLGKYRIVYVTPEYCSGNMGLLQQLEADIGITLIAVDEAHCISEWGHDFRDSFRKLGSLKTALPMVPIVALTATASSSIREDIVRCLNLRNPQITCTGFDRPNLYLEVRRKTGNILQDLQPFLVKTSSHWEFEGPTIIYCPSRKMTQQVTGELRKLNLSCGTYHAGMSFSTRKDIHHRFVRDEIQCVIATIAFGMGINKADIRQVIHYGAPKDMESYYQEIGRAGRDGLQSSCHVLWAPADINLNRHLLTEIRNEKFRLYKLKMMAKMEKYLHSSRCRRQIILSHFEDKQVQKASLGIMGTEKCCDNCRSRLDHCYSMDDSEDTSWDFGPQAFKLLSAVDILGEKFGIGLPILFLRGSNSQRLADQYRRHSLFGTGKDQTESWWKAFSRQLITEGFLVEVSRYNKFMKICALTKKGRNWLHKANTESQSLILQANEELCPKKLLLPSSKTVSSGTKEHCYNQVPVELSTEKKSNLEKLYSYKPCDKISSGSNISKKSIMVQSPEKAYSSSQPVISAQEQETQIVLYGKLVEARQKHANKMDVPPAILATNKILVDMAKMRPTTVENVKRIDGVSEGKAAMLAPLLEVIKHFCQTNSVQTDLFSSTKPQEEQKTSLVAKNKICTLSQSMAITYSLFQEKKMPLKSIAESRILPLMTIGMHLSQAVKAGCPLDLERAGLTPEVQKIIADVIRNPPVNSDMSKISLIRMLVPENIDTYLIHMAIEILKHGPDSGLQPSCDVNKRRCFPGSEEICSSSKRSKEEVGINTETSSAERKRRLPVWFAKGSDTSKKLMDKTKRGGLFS
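Primary qHTS, 1536-well format. 20 nM WRN + compound, 15 min RT; start with 100 nM forked fluorophore/quencher duplex, 2 mM ATP (final); kinetic read ex 525/em 598 nm.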
SW480 rerep = DNA re-replication induction in SW480 cells. SW480 DNA re-replication, Hoechst DNA content imaging, 48 h. Potency, µM (doses to about 46.1 µM), for inactives: at the top dose re-replication activation, most hits filed as activators. 340,000 compounds, 1.8% hits; further: potency means the concentration at half of the fitted maximal effect; % of control where 0% means no effect; nearly all actives have a fitted effect of over 55% in size
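Image-based read-out: total Hoechst fluorescence of nuclei (405 nm excitation, 500-530 nm emission), with hits raising the fraction of high-intensity nuclei. SW480 colon cells incubated 48 hr with compounds at 37 C.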
* marks the source's active call; other numbers are inactive results; i = inactive; u = inconclusive; x = no result given; & = joins results of further samples; [ ] = dose if it differs, or a comment. Unless noted, the call rests on the fitted dose curve; in most records, active means well fitted curve in the direction sought with a large enough effect; inconclusive means small, poorly fitted or top-dose-only effect, or another doubt; inactive means no such curve, though single readings can be large; an effect the other way counts as inactive or inconclusive. Outcome played no part in choosing rows, and some 12% of all compounds hit somewhere here.

Sample of the layout, 3 compounds:
SMILES	HT1080NT lethal	MCF10A rereplic	KB-V1 MDR tox	KB-3-1 tox	HT1080 IDH1KD tx	ATXN2 expr inh	IL-1B inflam inh	WRN inhibitor	SW480 rerep
CCCN(CCC)CCCNC(=O)C1c2cc(OC)c(OC)cc2C(=O)N(C)C1c1cccs1 (centres undefined)	19%	0%	3%	-7%	21%	0%	-10	3%	6%
COc1ccc(C(CNC(=O)COc2ccccc2-c2ccccc2)N2CCOCC2)cc1 (centres undefined)	5%	11%	-2%	0%	2%	-7%	u	-4%	-30%
COc1ccc(-c2cc3c(=O)n(CC(=O)NCCCN4CCN(Cc5ccccc5)CC4)ncn3n2)cc1	1%	-6%	11%	-28%	0%	x	16	5%	-10%

This part in full (from the top)
SMILES	HT1080NT lethal	MCF10A rereplic	KB-V1 MDR tox	KB-3-1 tox	HT1080 IDH1KD tx	ATXN2 expr inh	IL-1B inflam inh	WRN inhibitor	SW480 rerep
CCCN(CCC)CCCNC(=O)C1c2cc(OC)c(OC)cc2C(=O)N(C)C1c1cccs1 (centres undefined)	19%	0%	3%	-7%	21%	0%	-10	3%	6%
COc1ccc(C(CNC(=O)COc2ccccc2-c2ccccc2)N2CCOCC2)cc1 (centres undefined)	5%	11%	-2%	0%	2%	-7%	u	-4%	-30%
COc1ccc(-c2cc3c(=O)n(CC(=O)NCCCN4CCN(Cc5ccccc5)CC4)ncn3n2)cc1	1%	-6%	11%	-28%	0%	x	16	5%	-10%
O=C(Nc1ccccc1F)C1COc2ccccc2O1 (centres undefined)	15%	15%	-3%	-8%	0%	x	14	-15%	-10%
Cc1noc(C)c1COC(=O)c1ccccc1Sc1ccccc1C#N	-6%	4%	u	-17%	-28%	-4%	-20	-11%	-6%
CCCCOC(=O)C1=C(N)N2C(=O)C(C)SC2=C(C(=O)OCC)C1c1ccc(O)c(OC)c1 (centres undefined)	-1%	u	5%	-4%	-5%	-6%	29	-20%	u
Cc1ccc(S(=O)(=O)NC(=O)C2(C)CCN2C(=O)Cc2ccc(Cl)cc2Cl)cc1 (centres undefined)	-10%	x	-5%	-12%	-5%	-10%	-15	5%[57.1 µM]	x
CC(=O)NCCOc1nc(N(C)C)nc(N(C)C)n1	19%	1%	-24%	10%	11%	4%	1	-11%	-6%
CCOc1cc(/C=N/NC(=O)c2ccc(N(C)S(=O)(=O)c3ccccc3)cc2)ccc1OC	-4%	2%	-22%	0%	-3%	2%	-8	-16%	-2%
CC(NC(=O)c1ccco1)C(=O)N1CCCCC1 (centres undefined)	-1%	2%	u	-2%	7%	1%	-8	20%	-2%
O=C(O)c1ccccc1NC(=O)c1ccccc1-c1ccccc1C(=O)O	5%	1%	21%	15%	5%	-12%	0	-5%	0%
CNC(=O)C(=O)Nc1c(C)cc(C)cc1C	8%	0%	3%	11%	7%	16%	15	10%	0%
CC(OC(=O)c1n[nH]c2ccccc12)C(=O)NC1CCCCC1C (centres undefined)	-3%	3%	-27%	-13%	-4%	x	-7	7%	-8%
O=C(NC(=S)NN1CCCCC1c1cccnc1)c1ccc(Cl)cc1Cl (centres undefined)	u	-1%	5%	u	-10%	15%	-15	-14%	2%
Clc1ccc(C(CCN2CCCC2)Cc2ccccc2)cc1 (centres undefined)	-3%	19%	-19%	-9%	-28%	-34%	-29	-8%	2%
NC(=O)Cn1cc(/C=N\NS(=O)(=O)c2ccc(F)cc2)c2ccccc21	-19%	3%	-1%	-2%	-29%	0%	i	-18%	2%
CCC(C)c1ccccc1NC(=O)CN1CCN(C/C=C/c2ccccc2)CC1 (centres undefined)	-5%	18%	-28%	-5%	-10%	x	-12	-9%	14%
CCCC/C=C1\CCc2c([nH]c3ccccc23)C1=O	24%	u	-7%	1%	16%	52%[activator]	u	-7%[57.1 µM]	-4%[1.84 µM]
COc1ccc2ccc3ccc(OC)c(OC(C)=O)c3c2c1	-8%	u	-28%	7%	-1%	-3%	-10	-3%	1%
Cc1ccc(S(=O)(=O)NC(Cc2c[nH]c3ccccc23)C(=O)O)cc1 (centres undefined)	4%	-2%	-6%	19%	-1%	-7%	10	-2%	-2%
COc1ccc(CN2CCC(=O)N([C@H](CO)c3ccccc3)CC2)cc1	11%	-2%	u	-6%&-2%	14%	8%	13	2%	3%
Cc1cc(C)c(NC(=O)C2CCCO2)c(C)c1 (centres undefined)	-1%	1%	20%	16%	2%	7%	14	3%	-8%
CC(C)N1CCc2c(sc(NC(=O)c3cc(-c4cccs4)nc4ccccc34)c2C(N)=O)C1	u	18µM*	-11%	u	u	u	-21	-1%	u
CCN1CCN(c2ccc(S(=O)(=O)N(CC)CC)cc2[N+](=O)[O-])CC1	7%	u	-1%	5%	9%	1%	13	5%	7%
CC(O)CNC(=O)c1ccc(-c2nn(C)c(=O)c3ccccc23)cc1 (centres undefined)	-4%	1%	10%	2%	0%	x	-6	9%	-26%
O=C(CCC1CCCN(C(=O)c2ccsc2)C1)NCc1ccc(F)c(F)c1 (centres undefined)	14%	-1%	u	-6%	17%	-3%	18	4%	-11%
O=C(Cc1ccc2c(c1)OCCO2)c1c(O)cc(O)cc1O	0%	9%	-29%	-1%	8%	49%[activator]	-1	-15%	-6%
COC(=O)C1=C(C)NC(C)=C(C(=O)OC)C1C(=O)OCC(=O)c1ccc(Br)cc1	1%	-5%	2%	3%	2%	3%	u	-1%	-11%
COc1ccc(/C(N)=N/OC(=O)C2CCC(=O)N2S(=O)(=O)c2ccc(C)cc2)cc1OC (centres undefined)	-9%	u	u	0%	-19%	3%	-4	-32%	x
CCCCn1c(-c2nn(C)cc2Cl)n[nH]c1=S	-9%	-4%	21%	3%	-4%	-5%	23	-2%	-6%
CCOC(=O)c1[nH]c(COC(=O)CCOc2ccccc2OC)c(C(=O)OCC)c1C	-1%	21%	-11%	-16%	4%	x	15	2%	1%
CCOC(=O)C1CCN(S(=O)(=O)c2cccc(-c3cn4cc(C)ccc4n3)c2)CC1	-1%	2%	-18%	-2%	-14%	-5%	-17	4%	-4%[9.22 µM]
Cc1ccccc1C(=O)c1c[nH]c(C(=O)NCC2CCCO2)c1 (centres undefined)	17%	2%	2%	-12%	17%	19%	-26	-16%	-7%
c1ccc(Cc2nnc3sc(-c4cccs4)nn23)cc1	4%	3%	u	-3%	13%	8%	0	3%	2%
Cc1cc(SCC(=O)Nc2ncc(Cl)cc2Cl)nc2ccccc12	u	11%	6.5µM*	-2%	u	72%[activator]	-1	2%	u
CC(C)CC(=O)NC(=S)NCCc1ccccc1	-9%	-10%	-12%	0%	4%	2%	-25	0%	-5%[9.22 µM]
COc1cc(C2NC(=S)NC(C)=C2C(=O)c2ccccc2)ccc1O (centres undefined)	6%	u	u	5%	-1%	7%	4	5%	-9%
C=C(C)C(=O)N1CC2(CC(c3cccc(NC(=O)c4ccccc4)c3)=NO2)C[C@@H]1C(N)=O (some centres undefined)	15%	0%	u	u	10%	6%	5	-2%	-54%[inhibitor]
CCn1cc(C(=O)NCCCOC)c(=O)c2cc(S(=O)(=O)N3CCC(C)CC3)ccc21	-1%	u	-14%	-5%	-9%	-3%	-8	3%	1%
Cc1ccc(NC(=O)CNC(=O)c2ccccc2F)cc1Cl	1%	-5%	u	-5%	4%	14%	-24	0%	-6%

Brought forward from above: two entries; new compounds follow.
SMILES	HT1080NT lethal	MCF10A rereplic	KB-V1 MDR tox	KB-3-1 tox	HT1080 IDH1KD tx	ATXN2 expr inh	IL-1B inflam inh	WRN inhibitor	SW480 rerep
CCn1cc(C(=O)NCCCOC)c(=O)c2cc(S(=O)(=O)N3CCC(C)CC3)ccc21	-1%	u	-14%	-5%	-9%	-3%	-8	3%	1%
Cc1ccc(NC(=O)CNC(=O)c2ccccc2F)cc1Cl	1%	-5%	u	-5%	4%	14%	-24	0%	-6%
O=[N+]([O-])c1ccc(Nc2ccccn2)c([N+](=O)[O-])c1	-8%	-2%	-13%	14%	-16%	-9%	-4	1%	-5%
CC(C)Oc1ccc(CNC(=O)CCC(=O)N2CCSc3ccccc32)cc1	0%	2%	20%	5%	4%	1%	3	-4%	-1%
CCOC(=O)C1(CC2CC2)CCN(S(=O)(=O)/C=C/c2ccccc2)CC1	-22%	14%	u	1%	-13%	10%[11.3 µM]	-17	-7%	-27%
COc1ccc(-c2nnc(SCC(=O)Nc3nc4ccccc4s3)n2C)cc1	11%	1%	7%	25%	6%	4%	-2	5%[57.1 µM]	1%
Cc1ccccc1NC1=C(Cl)C(=O)OC1OC(=O)c1ccco1 (centres undefined)	u	5%	16%	-14%	11µM*	u	u	-6%	-3%
COc1ccc(CSc2nnnn2C)cc1[N+](=O)[O-]	2%	2%	-27%	0%	-7%	19%	22	3%	-10%
O=C(Cc1ccc([N+](=O)[O-])cc1)Nc1ccon1	15%	-34%[inhibitor]	20%	1%	18%	6%	-4	4%	12%
COC(=O)c1ccc(NC(=O)CN2CCC(NC(=O)c3ccccc3F)CC2)cc1	-2%	x	-20%	0%	-9%	x	6	10%	x
Cc1cccc(NC(=O)CCc2nc3sc4c(c3c(=O)[nH]2)CCCC4)c1	-11%	16%	u	0%	-5%	9%	0	-2%	u
Cc1ccc(C(C)NC(=S)NCc2ccc(F)cc2)cc1C (centres undefined)	6%	u	0%	-11%	1%	u	9	2%	u
Cc1nn(-c2ccccc2)c(C)c1NS(=O)(=O)c1ccccc1	8%	13%	u	-14%	-7%	-18%	-8	-14%	-1%
Cc1cc(OC(=O)c2cccc(F)c2)c([N+](=O)[O-])c(=O)[nH]1	1%	1%	-1%	5%	-3%	x	8	-1%	-21%
